Compound activity from PubChem BioAssay.
LmPK inhibitor = blocks Leishmania mexicana pyruvate kinase activity | Q27686 | purified LmPK, Kinase-Glo ATP luminescence, 1 h | Potency, µM (highest dose often 57.5 µM), for inactives: at the top dose activity change, negative = inhibition, actives largely listed as inhibitors | 290,000 compounds, 0.37% hits; also: potency is read from the fitted curve at half-maximal effect; % is scaled to controls: 0 for no effect and ±100 for the full control effect
Target sequence (Q27686 whole entry, looked up): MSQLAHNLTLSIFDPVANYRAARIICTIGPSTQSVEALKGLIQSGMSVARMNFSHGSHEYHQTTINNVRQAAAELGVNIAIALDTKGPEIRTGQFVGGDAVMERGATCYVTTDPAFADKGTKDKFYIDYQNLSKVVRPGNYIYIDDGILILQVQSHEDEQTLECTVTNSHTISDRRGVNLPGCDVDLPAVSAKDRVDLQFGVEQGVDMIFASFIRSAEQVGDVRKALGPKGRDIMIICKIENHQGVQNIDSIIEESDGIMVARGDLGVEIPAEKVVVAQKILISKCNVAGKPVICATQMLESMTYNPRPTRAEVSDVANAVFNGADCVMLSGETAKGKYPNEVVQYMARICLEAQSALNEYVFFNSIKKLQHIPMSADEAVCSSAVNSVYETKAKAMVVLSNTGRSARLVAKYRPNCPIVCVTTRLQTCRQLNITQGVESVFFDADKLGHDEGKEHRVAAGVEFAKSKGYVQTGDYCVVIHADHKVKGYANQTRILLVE
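Kinase-Glo luminescence read after 1 h RT reaction of 0.1 nM LmPK with 0.5 mM PEP and 0.1 mM ADP. Activity scaled between uninhibited and enzyme-free controls.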
Pf growth 48h = inhibits P. falciparum growth in the first generation, 48 h; Potency, µM (highest dose often 28.7 µM), inactives show at the highest dose activity change, negative = inhibition, most hits filed as inhibitors; 310,000 compounds, 5.9% hits; AID 504832; P. falciparum luciferase growth in erythrocytes, 48 h; also: potency is read from the fitted curve at half-maximal effect; % is scaled to controls: 0 for no effect and ±100 for the full control effect
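Luminescence readout; reporter = integrated firefly luciferase in P. falciparum. RBC culture at 2% hematocrit, 0.1% parasitemia final, 37 C/5% CO2; decreased signal taken as growth inhibition.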
Tb PYK inh = T. brucei pyruvate kinase inhibition; TbPYK enzyme, Kinase-Glo Plus ATP luminescence, 45 min; Potency, µM (titrated, usually from 76.8 µM), inactives show at the top dose activity, negative = inhibition, hits mostly inhibitors; 410,000 compounds, 0.12% hits; also: potency is read from the fitted curve at half-maximal effect; % is scaled to controls: 0 for no effect and ±100 for the full control effect; nearly all actives have a fitted effect of over 50% in size
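Quantitative HTS: titrated library compounds versus trypanosomal pyruvate kinase in TEA buffer (pH 7.2) containing KCl, MgCl2, BSA and Tween-20. Reactions were initiated with ADP, 130 uM final. Kinase-Glo Plus luminescence was read after 45 min at RT.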
Pf growth 96h = inhibits malaria parasite growth, 96 h; P. falciparum luciferase reporter growth, 96 h; Potency, µM (titrated, usually from 28.7 µM), for inactives: at the top dose activity change, negative = inhibition, hits mostly inhibitors; 320,000 compounds, 6.9% hits; also: potency is read from the fitted curve at half-maximal effect; % is scaled to controls: 0 for no effect and ±100 for the full control effect
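Readout is luminescence from an integrated firefly luciferase in P. falciparum. Red cells, 2% hematocrit and 0.05% parasitemia final, were cultured with compound through two parasite generations (96 hours) at 37 C, 5% CO2.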
CHX counter = affects cycloheximide protein synthesis inhibition readout, counter-screen; cell reporter, cycloheximide protein synthesis inhibition counterscreen; 300,000 compounds, 12% hits; max response, %; in the data active = max response mostly above about 13%, no sharp cut-off; inactive = mostly below about 14%; also: read at 38.3 µM for the half of the compounds with a filed dose; 0% is about no effect
AMA1 RON2 block = inhibitors of Plasmodium falciparum AMA1-RON2 interaction | AlphaScreen AMA1-biotinylated RON2 peptide binding | Potency, µM (doses to about 58.2 µM), for the others: top-dose activity change, negative = inhibition, actives largely listed as inhibitors | 360,000 compounds, 0.2% hits | AID 720542;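 also: potency is read from the fitted curve at half-maximal effect; 0% = vehicle wells and -100% = peptide control; nearly all actives have a fitted effect of over 45% in size; some results filed as inactive show a strong effect at the top dose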
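AMA1 (3D7) with his tag at 25 nM final met compounds first, then biotinylated RON2 peptide at 25 nM; detection used donor plus acceptor beads, 10 µg/mL apiece, read by AlphaScreen after 30 min at room temperature.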
Shiga inhibitor = blocks Shiga toxin action in Vero cells; Vero cells, Shiga toxin protein synthesis inhibition reporter; 290,000 compounds, 9.2% hits; inhibition, % at 38.7 µM; in the data active = inhibition mostly above about 28%, no sharp cut-off; inactive = mostly below about 43%; also: 0% is about no effect
* marks the source's active call; other numbers are inactive results; ? = inconclusive; nt = no result given; [ ] = another dose, or the depositor's remark. Unless noted, calls follow the shape of the dose curve; as a rule, active = well fitted curve in the direction sought with a large enough effect; inconclusive = small, poorly fitted or top-dose-only effect, or another doubt; inactive = no such curve, though single readings can be large; an effect the other way counts as inactive or inconclusive. No enrichment for hits. Share with any hit: about 21%.

Structure	LmPK inhibitor	Pf growth 48h	Tb PYK inh	Pf growth 96h	CHX counter	AMA1 RON2 block	Shiga inhibitor
CC(C)CC(=O)N1CCN(c2ccc([N+](=O)[O-])cc2Cl)CC1	2%	1%	-10%	38%[activator]	11	-15%	-6
COC(=O)C1=C(C)N(Cc2ccccc2)C(=NCCc2cccnc2)N[C@H]1c1ccc(Br)cc1	-4%	7.4µM*	1%	41%[activator]	-9	7%	-12
O=C(NCc1ccco1)c1ccc(N2CCCCC2)c([N+](=O)[O-])c1	0%	8.3µM*	-2%	6.6µM*	20*	1%	41*
COc1ccc(Br)cc1-c1noc(-c2ccccc2F)n1	4%	27%	3%	nt	-2	20%	-7
Cc1ccc(CNC(=O)c2cccnc2Cl)cc1	0%	4%	-3%	12%	6	-2%	13
COc1ccc(-c2ccc3nnc(SCC(=O)NCC4CCCO4)n3n2)cc1 (centres undefined)	nt	-5%	2%	?	nt	12%	nt
O=C(O)/C=C\C(=O)Nc1cccc(NC(=O)c2ccccc2)c1	3%	17%	-6%	13%	22*	-10%	52
Cc1ccc(NS(=O)(=O)c2cccc([N+](=O)[O-])c2)nc1	2%	?	6%	12%	5	-3%	13
CC(C)CC1=NN(C(=O)c2ccco2)C(O)(C(F)(F)F)C1 (centres undefined)	-6%	52%[activator]	-3%	56%[activator]	3	-15%	30
COc1ccc(CN(CC(=O)NCC2CCCO2)C(=O)CCC(=O)Nc2cc(C)on2)cc1 (centres undefined)	3%	-6%	0%	nt	-3	-11%	-4
CC(C)c1nc2sc3c(NCc4ccccc4)ncnc3c2c2c1COC(C)(C)C2	-2%	nt	3%	9.3µM*	1	8%	-1
O=C1c2ccccc2S(=O)(=O)N1Cc1cc(=O)n2ccsc2n1	-14%	?	-2%	13µM*	-3	-10%	-2
CN(C)Cc1c(C(=O)N/N=C/c2ccco2)nnn1-c1nonc1N	-3%	20%	6%	?	-6	20%	9
CCC(=O)N1CCN(c2ccc(NC(=O)COc3ccccc3[N+](=O)[O-])cc2)CC1	1%	?	2%	26%	1	1%	-6
O=C1CC(/C=C/c2ccccc2)(C(=O)NC2CCCC2)N1c1ccc(S(=O)(=O)N2CCCC2)cc1 (centres undefined)	2%	-15%	-4%	10%	5	-2%	-16
O=S(=O)(c1ccc(OC(F)(F)F)cc1)N1CCCC(c2ccccc2)C1 (centres undefined)	-1%	24%	-2%	30%[activator]	2	0%	-3
CCCC(=O)NCCc1nc2ccccc2n1CC(=O)c1ccccc1	-2%	18%	-19%	38%[activator]	5	-13%	8
Cc1ccc2n(n1)c(=O)c(Cc1ccccc1)c([O-])[n+]2-c1ccccc1	-2%	-3%	-6%	5%	-3	11%	-2
OCC1(Cc2ccccc2)CCN(C2CCN(c3ccc(F)c(F)c3)CC2)CC1	3%	6%	0%	-28%	-2	-3%	16
Cc1cccc(C)c1OCCN1CCCC1	0%	0%	3%	?	-2	-23%	-7
CCOc1ccc(N(CC(=O)Nc2ccc(C)c(C)c2)S(=O)(=O)c2c(C)[nH]c(=O)[nH]c2=O)cc1	1%	-8%	-2%	-1%	5	0%	25
O=C(COC(=O)CCNS(=O)(=O)c1ccccc1)Nc1ccc(OC(F)F)cc1	nt	1%	-6%	-16%	nt	20%	nt
COc1ccc(/C=C/CN2CCC(CO)(Cc3ccccc3Cl)CC2)cc1	-1%	?	-1%	?	12	-8%	17
O=C(c1ccc2c(c1)OCCCO2)N1CCCCC1	-12%	66%[activator]	1%	146%[activator]	30	-4%	35
O=C(Nc1cccc(S(=O)(=O)N2CCCCCC2)c1)C1CCN(C(=O)c2ccc(Cl)cc2)CC1	nt	?	1%	-19%	nt	35%[activator]	nt

Single records, as listed above. Values in the order: LmPK inhibitor	Pf growth 48h	Tb PYK inh	Pf growth 96h	CHX counter	AMA1 RON2 block	Shiga inhibitor
Listed for CC(C)CC1=NN(C(=O)c2ccco2)C(O)(C(F)(F)F)C1 (centres undefined) = -6%	52%[activator]	-3%	56%[activator]	3	-15%	30
Listed for O=C(c1ccc2c(c1)OCCCO2)N1CCCCC1 = -12%	66%[activator]	1%	146%[activator]	30	-4%	35

(listing goes on)
Structure	LmPK inhibitor	Pf growth 48h	Tb PYK inh	Pf growth 96h	CHX counter	AMA1 RON2 block	Shiga inhibitor
NNC(=O)c1[nH]c2ccc(Cl)cc2c1-c1ccccc1	5%	?	1%	?	2	79%[activator]	-14
CC(C)Cc1nc2sc3c(SCC(N)=O)ncnc3c2c2c1CCC2	-1%	-21%	-2%	-16%	17	-4%	12
CCCCc1ccc(S(=O)(=O)Nc2cc(C)on2)cc1	1%	9%	-7%	37%[activator]	-2	4%	-10
CNC(=O)c1sc(-c2ccc(Cl)cc2)nc1C	-1%	114%[activator]	-6%	159%[activator]	53*	5%	112*
CC(=O)N1C=Cc2c(c(C)c3c([nH]c4ccccc43)c2C)C1	2%	1.9µM*	nt	-7%	17*	nt	25
O=C(O)CCC(=O)Nc1ccc(SSc2ccc(NC(=O)CCC(=O)O)cc2)cc1	5%	?	?	-9%	-7	16%	-4
CC(=O)N(CC(C)C(=O)O)c1c(I)cc(I)c(N)c1I (centres undefined)	nt	?	0%	6%	nt	6%	nt
CC(=O)N1CCOc2ccc(S(=O)(=O)N3CCC(C(=O)NCc4ccc(C)cc4)CC3)cc21	7%	-14%	-8%	85%[activator]	-3	0%	14
O=C(CCn1c(=O)c2ccccc2n(CC(=O)NC2CCCC2)c1=O)NCCc1ccc(Cl)cc1	-1%	21%	-15%	nt	10	-6%	7
O=C(c1ccc(C(=O)N2CCCc3ccccc32)s1)N1CCCc2ccccc21	-1%	0%	-6%	?	-2	-6%	-13
CN(Cc1ccccc1)C(=O)c1[nH]cnc1C(=O)NCCCCCNC(=O)OC(C)(C)C	nt	?	-7%	-22%	nt	15%	nt
COc1ccc(CN(C(=O)c2cc(=O)c3cc(C)cc(C)c3o2)C2CCS(=O)(=O)C2)cc1 (centres undefined)	0%	?	1%	?	-2	-9%	-3
O=C1c2[nH]nc(-c3ccccc3O)c2C(c2ccc(F)cc2)N1CC1CCCO1 (centres undefined)	2%	?	1%	?	-6	12%	-19
C/C(=N\NC(=O)Cc1ccccc1)c1cccnc1	-10%	4%	2%	-9%	21	28%	16
NC(=O)c1ccccc1NC(=O)/C=C/C(=O)O	-5%	nt	1%	-38%	35*	-11%	53*
C=CCNC(=S)N1CCN(c2cccc(C(F)(F)F)c2)CC1	3%	8%	-17%	?	46*	-4%	-19
COc1ccccc1-c1csc(Cc2nnc3n2CCCCC3)n1	2%	0%	1%	38%[activator]	46*	2%	153*
O=C(Cc1ccc(S(=O)(=O)N2CCCCC2)s1)Nc1cccc2ccccc12	1%	-15%	-5%	35%[activator]	-4	-1%	-12
O=C(Nc1c(Cl)cccc1Cl)c1cc(=O)n(Cc2ccccc2)c(=O)[nH]1	3%	3%	-8%	9%	-2	66%[activator]	1
COCCNC(=O)C(c1ccc(F)cc1)N(Cc1ccccc1)C(=O)CCC(=O)Nc1ccccn1 (centres undefined)	7%	3%	1%	-2%	-5	-1%	-18
OCCCNCc1cccc2ccccc12	8%	11%	-3%	6%	5	3%	42
Cc1ccc(C(=O)c2c3ccccc3[n+]([O-])n2[C@@H](C)C(N)=O)cc1	nt	?	-11%	?	nt	-25%	nt
C=CCn1c2ccccc2c2nnc(SCC(N)=O)nc21	0%	32%[activator]	1%	7%	-1	7%	-7
C(=N\n1cnnc1)/c1ccc2c(c1)OCCO2	-12%	28%	-6%	nt	-2	0%	9
Cc1ccc(-c2nc3ccc(Cl)cc3c(=O)n2O)cc1	6%	-12%	1%	?	11	106%[activator]	-14
COC(=O)c1cc(S(=O)(=O)NC2CCCCC2)cn1C	1%	-14%	0%	26%	-2	-1%	-5
O=C(O)c1cc(Sc2ccc(Br)cc2)nc2ccccc12	3%	?	-3%	7%	4	5%	16
OCC[N+]12CCC(CC1)C(C(O)(c1ccccc1)c1ccccc1)C2 (centres undefined)	-2%	?	?	-38%	-2	-2%	15
OCCOCCNc1ncnc2nc[nH]c12	-4%	-3%	-4%	-1%	-2	-24%	-8
CC(=O)c1cccc(NC(=O)CCS(=O)(=O)c2cccc3nonc23)c1	-9%	7%	-2%	?	-3	2%	2
CS(=O)(=O)c1ccc(Cl)c(NC(=O)c2cccc(N3C(=O)CCC3=O)c2)c1	nt	-15%	-4%	4%	nt	-15%	nt
Cc1ccc(C(=O)NNC(=O)c2ccccc2)cc1S(=O)(=O)N1CCCCC1	nt	-25%	-3%	-4%	nt	39%[activator]	nt
CN(Cc1ccncc1)C1CC(=O)N(c2ccc(Cl)cc2)C1=O (centres undefined)	2%	1%	2%	?	-5	-5%	-9
CCc1[nH]nc(C(=O)N2CCCC(CO)(Cc3ccc(F)cc3F)C2)c1C (centres undefined)	3%	?	-12%	0%	-4	2%	-14
O=C(O)c1cc(N=Cc2c(O)c3ccccc3oc2=O)ccc1O	-11%	35%[activator]	-21%	38%[activator]	-3	1%	-4
Cc1ccccc1-c1ccc(C(=O)NCc2ccccc2)o1	0%	17%	7%	-10%	14*	-18%	11
COc1ccccc1N(C)S(=O)(=O)c1ccc(C(=O)Nc2ccc(C)cc2C)cc1	nt	?	3%	?	nt	4%	nt
Cc1cccc(NS(=O)(=O)c2ccc3c(c2)OCCO3)c1	4%	-7%	0%	nt	-3	-2%	-16
Cc1cccc(-c2nc(CS(=O)CC(=O)NCC3CCCO3)c(C)o2)c1 (centres undefined)	2%	7%	4%	?	-1	-3%	1
COc1ccc(CCNC(=O)CS(=O)(=O)c2cn(CC(=O)N3CCCC3)c3ccccc23)cc1OC	1%[11.5 µM]	1%	-9%	-2%	10	6%	-11
O=C(c1cccc(S(=O)(=O)Nc2ccc(Br)cc2)c1)N1CCC1	-1%	-1%	3%	-6%	-4	-11%	-9
CCn1c(C)c(C(C)=O)c(N2CCN(C(c3ccccc3)c3ccccc3)CC2)nc1=S	1%	?	2%	0%	-4	-14%	15
COc1ccc(C(=S)N2CCN(S(=O)(=O)c3ccccc3)CC2)cc1	2%	-26%	7%	?	-3	-5%	-2
Cc1cccc(N2C(=O)c3cccc4c(N(C)CCO)ccc(c34)C2=O)c1	0%	?	-1%	5.9µM*	10	42%[activator]	-8
CC(C)c1ccc(CNc2c([N+](=O)[O-])c(=O)oc3ccccc23)cc1	0%	?	1%	46%[activator]	6	0%	40
O=c1oc2ccc(Cl)cc2cc1-c1nnc(Nc2cccc(C(F)(F)F)c2)s1	-2%	17%	-3%	-6%	-5	1%	-16
